# Abeta rescue – compounds reversing amyloid beta toxicity in yeast. yeast expressing A-beta42, growth rescue, OD600, 48 h; response scale: 0% DMSO, 100% iron-clioquinol control. Potency, µM (doses to about 46.1 µM), for the others: at the highest dose growth rescue, actives largely listed as activators. 0.063% of 410,000 active. AID 1347071; also: potency is read from the fitted curve at half-maximal effect; nearly all actives have a fitted effect of over 55% in size
#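 Yeast growth medium received pinned compounds, then yeast cells expressing toxic A-beta were added; plates incubated at 30 C for 48 hr. Growth read as absorbance at 600 nm, normalized to DMSO and equimolar FeCl3 plus clioquinol controls.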
# D3 ag – agonists of human D3 dopamine receptor; P35462; D3R DiscoveRx beta-arrestin cells, luminescence, 90 min; max activation, %; 0.58% of 410,000 active; in the data active = max activation above about 30%; also: 0% is about no effect; mostly tested at two doses, the higher about 12 µM
#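 Agonist mode: compounds and dopamine controls were applied to plated cells for 90 min at 37 degrees C after an overnight attachment at 1500 cells/well. Luminescent read-out followed 30 - 60 minutes at room temperature with DiscoveRx detection reagent.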
# aSyn rescue – rescues yeast growth from alpha-synuclein toxicity. Yeast expressing alpha-synuclein, growth rescue, BacTiter-Glo, 24 h. AID 652106. 0.14% of 370,000 active. Potency, µM (series often up to 46.1 µM), for the others: top-dose growth rescue (activation), usual class: activators; also: potency is read from the fitted curve at half-maximal effect; % of control where 0% means no effect; nearly all actives have a fitted effect of over 65% in size
#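 Galactose-induced alpha-syn yeast (OD600=0.02, raffinose-pregrown) + pinned cpd, 24 hr, 30 deg C; growth by BacTiter-Glo luminescence. Growth restoration scores as activation.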
# DRD3 antagonist – D3 dopamine receptor (human) antagonism. D3R cells, DiscoveRx beta-arrestin luminescence, antagonist mode; stronger effect = lower value. P35462. max response, negative = inhibition, %. 2.5% of 360,000 active; in the data active = max response below about -50%; inconclusive = no clear call, values can overlap the other calls; also: % is scaled to controls: 0 for no effect and ±100 for the full control effect; mostly tested at two doses, the higher about 12 µM
#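 Cells expressing the human receptor were seeded at 1500 cells/well, incubated overnight at 37 degrees C in 5% CO2, then exposed to library compounds with dopamine controls for 90 minutes at 37 degrees C before luminescent detection.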
# EPAC2 agonist – EPAC2 (human) agonism; Potency, µM (highest dose often 154 µM), for inactives: at the highest dose activation, usual class: activators; AID 720711; Q8WZA2; 0.079% of 360,000 active; EPAC2 activation, biochemical qHTS; response scale: 100% = 6.5 mM cAMP response; also: potency is read from the fitted curve at half-maximal effect; nearly all actives have a fitted effect of over 50% in size
# Target sequence (Q8WZA2 whole entry, looked up): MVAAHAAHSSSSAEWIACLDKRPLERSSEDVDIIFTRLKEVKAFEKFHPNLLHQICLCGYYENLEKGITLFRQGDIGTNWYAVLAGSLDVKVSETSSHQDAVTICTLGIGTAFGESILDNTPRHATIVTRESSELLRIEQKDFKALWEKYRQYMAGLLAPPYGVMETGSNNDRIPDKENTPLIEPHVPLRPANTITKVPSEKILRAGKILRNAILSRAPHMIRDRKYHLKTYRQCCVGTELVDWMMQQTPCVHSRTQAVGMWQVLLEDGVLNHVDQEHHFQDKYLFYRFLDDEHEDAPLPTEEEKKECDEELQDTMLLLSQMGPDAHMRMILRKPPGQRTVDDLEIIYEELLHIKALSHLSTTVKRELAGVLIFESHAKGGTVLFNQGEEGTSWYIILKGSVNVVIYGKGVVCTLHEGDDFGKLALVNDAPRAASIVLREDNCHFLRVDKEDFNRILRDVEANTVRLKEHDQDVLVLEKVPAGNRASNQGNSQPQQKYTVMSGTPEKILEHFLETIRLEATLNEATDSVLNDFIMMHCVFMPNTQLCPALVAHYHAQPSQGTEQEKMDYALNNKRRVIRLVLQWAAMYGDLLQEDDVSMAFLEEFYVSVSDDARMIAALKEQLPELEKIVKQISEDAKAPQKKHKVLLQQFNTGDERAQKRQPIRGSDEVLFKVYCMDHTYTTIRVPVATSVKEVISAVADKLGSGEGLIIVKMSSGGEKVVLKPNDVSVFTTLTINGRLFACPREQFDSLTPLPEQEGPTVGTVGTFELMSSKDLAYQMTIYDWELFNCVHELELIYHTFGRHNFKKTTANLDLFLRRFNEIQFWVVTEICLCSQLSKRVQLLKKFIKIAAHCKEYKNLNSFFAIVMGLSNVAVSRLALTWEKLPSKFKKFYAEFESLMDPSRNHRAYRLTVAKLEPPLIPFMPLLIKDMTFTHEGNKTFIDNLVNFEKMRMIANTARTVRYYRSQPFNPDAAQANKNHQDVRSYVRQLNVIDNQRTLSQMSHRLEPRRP
#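 Readout is BODIPY fluorescence (480 nm excitation, 540 nm emission), which falls as labeled GDP is exchanged off Rap1B. EPAC2 at 100 nM acted on 250 nM RAP1B-BODIPY-GDP with 50 uM GDP present.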
# FUS suppressor – rescues growth of FUS-expressing yeast. 0.24% of 390,000 active. AID 1347120. S. cerevisiae FUS-expressing, growth rescue, OD600, 24 h. Potency, µM (highest dose often 76.6 µM), for inactives: at the top dose growth rescue (activation), most hits filed as activators;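 also: potency is read from the fitted curve at half-maximal effect; plate controls were DMSO vehicle for no effect and reference control for full effect; nearly all actives have a fitted effect of over 55% in size; some results filed as inactive show a strong effect at the top dose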
#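 Compound concentration series was pinned onto galactose-induced FUS-expressing yeast seeded at OD 0.005. Plates sat 24hr at 30C; absorbance at 600 nm gave growth. DMSO served as background control.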
# EPAC2 antag – EPAC2 (human) antagonism | 0.18% of 360,000 active | Q8WZA2 | AID 720708 | Potency, µM (top dose mostly 114 µM), without a hit: at the top dose activity, negative = inhibition, hits mostly inhibitors | EPAC2 GEF exchange of Rap1B-BODIPY-GDP, fluorescence; also: potency is read from the fitted curve at half-maximal effect; % is scaled to controls: 0 for no effect and ±100 for the full control effect; nearly all actives have a fitted effect of over 45% in size; many of its hits are not listed in these tables
# TDP-43 yeast inh – inhibitors of TDP-43 toxicity in yeast; Potency, µM (series often up to 46.1 µM), for inactives: top-dose growth rescue (activation), hits mostly activators; 1.8% of 410,000 active; TDP-43 expressing yeast growth rescue, BacTiter-Glo, 24 h; also: potency is read from the fitted curve at half-maximal effect; % of control where 0% means no effect; nearly all actives have a fitted effect of over 50% in size
#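 Growth rescue of TDP-43-toxic yeast measured as ATP luminescence (BacTiter-Glo). Cells grown to mid-log in raffinose, induced in galactose at OD600=0.02, exposed to compound 24 hr at 30 deg C.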
# The depositor's hits bear a star; ? = inconclusive; / = no result given; & = joins results of further samples; [ ] = another dose, or the depositor's remark. Unless noted, calls follow the shape of the dose curve; as a rule, active = well fitted curve in the direction sought with a large enough effect; inconclusive = small, poorly fitted or top-dose-only effect, or another doubt; inactive = no such curve, though single readings can be large; an effect the other way counts as inactive or inconclusive. Not all compounds are listed; rates above refer to the full screens.
mol	FUS suppressor	EPAC2 agonist	D3 ag	EPAC2 antag	TDP-43 yeast inh	DRD3 antagonist	Abeta rescue	aSyn rescue
CCC/C(=N/NC(=O)c1cccc(Cl)c1)c1ccccc1	/	1%	-3	7%	4%	16	0%	-1%
O=C(CNC(=O)c1ccccc1F)OCc1csc(-c2ccccc2)n1	11%	1%	13	-13%	2%	12	-4%	1%
O=C1C2CCCCN2C(=O)N1CCCCN1CCN(c2ccccc2Oc2ccccc2)CC1 (stereo not given)	8%	12%	-22	-14%	-16%	-104*	-8%	-5%
COc1ccc(NC(=O)Cn2c(=O)cc(C)c3c(C)nn(C)c32)cc1	15%	/	5	/	?	/	3%	/
O=C(Nc1nc2c(s1)CCCC2)c1ccc(N2C(=O)CCC2=O)cc1	9%	4%	-2	-1%	2%	-24	-8%	2%
Cc1cc(=O)[nH]c(NN)n1	12%	12%	2	3%	-21%	-20	9%	-7%
C#CCOCCOCCOCCNc1nc(N2CCN(C(=O)[C@H]([C@@H](C)CC)n3cc([C@@H](N)CO)nn3)CC2)nc(N2CCN(C(=O)[C@H](CCCCN)n3cc([C@@H](N)C(C)CC)nn3)CC2)n1 (stereo not given in full)	2%	-2%	0	8%	0%	4	-14%	5%
O=C(Nc1nc(-c2nc3ccccc3s2)cs1)C1CC1	-12%	0%	5	-11%	?	-5	4%	-10%
COc1ccc(NC(=O)CN2C(=O)COc3ccc(S(=O)(=O)N4CCCCCC4)cc32)cc1	-6%&-5%	0%	-3&-2	4%	18%	?	5%&-18%	6%
COc1ccc2c(c1)C(C)CC(C)(C)N2C(=O)CSc1nc2ccccc2s1 (stereo not given)	13%	3%	3	-5%	-11%	-4	25%	2%
COc1ccc(-c2ccc(C(=O)Nc3cccc(NS(C)(=O)=O)c3)c3occc23)c(C)c1	?	11%	25	0%	14µM*	65	-6%	-7%
CN(C(=O)COC(=O)c1ccc2c(c1)OCCO2)C1CCCCC1	-7%	8%	3	20%	27%	21	20%	13%
Cc1ccc(C(C)C)cc1OCC(=O)NC1CCCCCCC1	37%	0%	-5	-27%	6%	-15	13%	-9%
Cc1ccc(S(=O)(=O)N(C)CC(=O)Oc2ccc(-c3nnco3)cc2)cc1	14%	3%	4	9%	19%	4	-8%	8%
CN(C)CCN(Cc1ccccc1)c1nccc(N(C)C)c1C#N	2%	-5%	-17	11%	-17%	?	-6%	1%
O=[N+]([O-])c1ccccc1OCC(O)CNC1CCCC1 (stereo not given)	4%	-2%	-15	-11%	1%	-27	8%	1%
CN(CCOc1ccccc1)C(=O)C1CCC(=O)N(CCCN2CCOCC2)C1 (stereo not given)	21%	6%	-2	-21%	-19%	-10	6%	-1%
COCCNC(=O)C(c1ccc(Cl)cc1)N(C(=O)Cn1nnc2ccccc21)c1cccnc1 (stereo not given)	16%	?	-22	4%	-10%	-17	-14%	-5%
O=C(CC1OC(=O)c2ccccc21)Nc1cc(Cl)ccc1N1CCCC1 (stereo not given)	6%	3%	-1	0%	-9%	2	-11%	1%
NS(=O)(=O)c1ccc(Nc2ccc3nonc3c2[N+](=O)[O-])cc1	5%	4%	-10	-7%	7%	?	4%	-1%
COc1ccc(CNCC(O)COc2ccc(C)cc2[N+](=O)[O-])cc1 (stereo not given)	0%	12%	-8	9%	0%	?	2%	4%
Cc1ccc(S(=O)(=O)N(C(=O)c2ccncc2)c2ccc(OC(=O)c3ccncc3)c3ccccc23)cc1	?	20%	-19	-4%	2%	?	-24%	22%
COC(=O)c1cccc(NC(=O)c2cccc(-n3cnnn3)c2)c1	-22%	4%	-5	4%	-4%	-2	0%	-2%
CC(=O)NC12CC3CC(C1)CC(C(=O)N(C)Cc1cccc(Cl)c1Cl)(C3)C2	12%	2%	19	-11%	-1%	-8	4%	2%
O=C(N/N=C/c1cn(-c2cccs2)nc1-c1ccccc1)c1ccccc1O	26%	4%	16	-1%	12%	26	14%	-4%
Cc1cccc(Cn2cnc3c(cnn3-c3ccc(Cl)cc3)c2=O)c1	1%	/	3	/	11%	/	-4%	/
CCCCOc1ccccc1N1CCN(CCCN2C(=O)C3CCCN3C2=O)CC1 (stereo not given)	-13%	12%	-17	-6%	1%	-87*	9%	-1%
CC(=O)c1cnc2cc(-c3ccc(Cl)cc3)nn2c1C	-15%	9%	-4	-3%	-8%	-17	-5%	2%
CC(C)(C)c1cc(Cl)c(O)c(NC(=S)NC(=O)c2cccnc2)c1	7%	4%	-10	-2%	8.9µM*	-9	?	11%
COc1cccc(-c2cc(C(F)(F)F)nc(N3CCN(c4ccccc4)CC3)n2)c1	3%	1%	3	2%	18%	4	3%	-7%

# Sorted by number of heavy atoms (rising): three of the compounds above.
mol	FUS suppressor	EPAC2 agonist	D3 ag	EPAC2 antag	TDP-43 yeast inh	DRD3 antagonist	Abeta rescue	aSyn rescue
O=[N+]([O-])c1ccccc1OCC(O)CNC1CCCC1 (stereo not given)	4%	-2%	-15	-11%	1%	-27	8%	1%
CCC/C(=N/NC(=O)c1cccc(Cl)c1)c1ccccc1	/	1%	-3	7%	4%	16	0%	-1%
Cc1ccc(S(=O)(=O)N(C(=O)c2ccncc2)c2ccc(OC(=O)c3ccncc3)c3ccccc23)cc1	?	20%	-19	-4%	2%	?	-24%	22%

# Remaining list, next part
mol	FUS suppressor	EPAC2 agonist	D3 ag	EPAC2 antag	TDP-43 yeast inh	DRD3 antagonist	Abeta rescue	aSyn rescue
CCS(=O)(=O)N1Cc2ccccc2CC1C(=O)N1CCN(c2ccccc2)CC1 (stereo not given)	?	7%	-5	-3%[57.1 µM]	-16%	-9	30%	1%
CN1CCN(C(=O)c2cnn(-c3ccccc3)c2NC(=O)c2ccccc2Br)CC1	-10%	-2%	1	1%	6%	10	-10%	-1%
Cc1ccc(C)c(C(=O)CC2(O)C(=O)Nc3ccccc32)c1 (stereo not given)	-9%	4%	8	3%	11%	-20	8%	2%
CC1CCCCC1NC(=O)CSc1nncn1N (stereo not given)	-13%	8%	-2	2%	19%	-6	-3%	10%
O=C(Cn1c(-c2ccccc2)noc1=O)NCc1ccccc1	13%	6%	3	5%	-16%	9	-1%	6%
CCCCC[n+]1ccn(-c2nc3ccccc3nc2[N-]S(=O)(=O)c2ccccc2)c1	21%	4%	-10	-3%	-7%	-19	3%	-2%
CC(C)c1ccc(C(=O)NC(=S)Nc2ccc3[nH]c(=O)[nH]c3c2)cc1	4%	7%	12	11%	-4%	-10	4%	-6%
CCN(CC)S(=O)(=O)c1ccc(OC)c(NC(=O)CCS(=O)(=O)Cc2ccccc2)c1	21%	0%	-2	12%	2%	-4	-7%	-1%
Cc1cc2ncn(-c3ncccc3[N+](=O)[O-])c2cc1C	4%	8%	10	2%	18%	-4	6%	0%
CC(C)(C)NC(=O)COC(=O)c1ccccc1NC(=O)c1ccco1	6%	5%	-1	-8%	-7%	1	-15%	-1%
Cc1c(-c2nsc(NC(=O)c3cccs3)n2)nnn1-c1ccc(Cl)cc1	9%	/	-10	/	4%	/	-15%	/
CCCCN(C)C(=O)C1CCCN(c2ncnc3onc(C)c23)C1 (stereo not given)	-7%	/	-6	/	12%	/	-18%	/
O=C(/C=C/c1ccccc1)N1CCC(c2ccccc2)C1 (stereo not given)	/	2%	-1	12%	11µM*	4	-6%	10%
O=C(O)c1sccc1S(=O)(=O)N1CCCCC1	-46%	-3%	1	8%	13%	21	1%	0%
Cc1nc(C)n(CC(C)C(=O)N2CCN(S(=O)(=O)c3ccccc3)CC2)n1 (stereo not given)	9%	8%	12	14%	-5%	-20	-23%	-3%
Cc1ccc(S(=O)(=O)N2CCCC2)cc1S(=O)(=O)N1CCCC1	3%	0%	2	8%	5%	7	13%	0%
CCN(CC)S(=O)(=O)c1ccc(N(C)CCc2ccc(OC)c(OC)c2)nc1	8%	0%	2	-2%	-21%[9.22 µM]	1	1%	0%
CCOC(=O)c1cc(S(=O)(=O)N2CCOCC2)cn1C	-37%	-2%	1	5%	16%	-22	-5%	-1%
Cc1cc(Br)c(OCc2ccc(C(=O)N/N=C3\CC4CC=CC34)cc2)c(Br)c1 (stereo not given)	37%	0%	9	6%	25µM*	33	-28%	10%
O=C(NCc1ccccc1)c1cnc(N2CCCCC2)c2ccccc12	7%	/	-4	/	22%	/	10%	/
CCOC(=O)NCCc1c(C)nc2c(c(C)nn2C(C)(C)C)c1C	34%	10%	-1	-11%	18%	55	1%	7%
Cc1cc(C)n2nc(C(=O)OCC(=O)Nc3ccc(C)c(F)c3)nc2n1	2%	2%	11	-1%	10%	?	-5%	0%
COc1cc(-c2noc(-c3cccs3)n2)cc(OC)c1OC	1%	2%	0	3%	18%	14	2%	-3%
C=CCn1c(SCc2nc3cc(C(F)(F)F)ccc3c(=O)[nH]2)nc2sc(CC)cc2c1=O	-9%	-9%	4	3%	19%	10	-5%	11%
O=C(CNS(=O)(=O)c1ccc(Cl)cc1)N/N=C/c1ccco1	18%	10%	-8	5%	-24%	12	-16%	0%
COc1ccc(NC(=O)Nc2cccc(-c3noc(C)n3)c2)cc1	-25%	/	-16	/	-20%	/	-12%	-3%
COc1cc(S(=O)(=O)N2CCC(c3nc4ccccc4s3)CC2)ccc1S(=O)(=O)NC1CCCC1	5%	12%	-6	-1%	-24%	-8	-5%	2%
CC1C(=O)CCC1(C(=O)O)c1ccccc1 (stereo not given)	-1%	4%	4	-23%	-15%	2	22%	-2%
CN(C)c1ccc(C(=O)OCC(=O)c2cccs2)cc1	-4%	-7%	-2	6%	14%	13	-6%	1%
Cc1cccc(NC(=O)C2(c3cccs3)CCOCC2)n1	/	-5%	2	-2%	17%	-12	13%	-7%
COc1cc(NC(=O)CSc2nc3ccccc3cc2C)c(C(=O)O)cc1OC	15%	2%	3	6%	16%	13	31%	0%
CS(=O)(=O)N1CCC(Oc2ccccc2C(=O)NC2CCCCCC2)CC1	2%	-7%	-4	1%	1%	9	3%	3%

# Some values from above:
# `COCCNC(=O)C(c1ccc(Cl)cc1)N(C(=O)Cn1nnc2ccccc21)c1cccnc1` (stereo not given) | DRD3 antagonist: -17
# `O=C(CC1OC(=O)c2ccccc21)Nc1cc(Cl)ccc1N1CCCC1` (stereo not given) | DRD3 antagonist: 2
# `CCOC(=O)c1cc(S(=O)(=O)N2CCOCC2)cn1C` | Abeta rescue: -5%

# Screens (PubChem)
